Screening data from PubChem BioAssay.
JNK3 blocker – blocks human JNK3 kinase activity. purified JNK3 kinase activity, HTS. 60,000 tested, 0.61% active. P53779. AID 746. inhibition, % at 8 µM; in the data active means inhibition above about 17%;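 further: 0% = DMSO and 100% = reference inhibitor; many of its hits are not listed in these tables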
ROCK2 blocker – blocks human Rho kinase 2 activity. O75116. purified ROCK2, Kinase-Glo ATP depletion luminescence. inhibition, % at 6 µM. 60,000 tested, 0.35% active. AID 604;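 active means inhibition above the screen-wide mean inhibition plus 3 SD, cut at about 18% in these data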;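 further: plate controls were DMSO wells for no effect and Y-27632 control wells after no-enzyme background subtraction for full effect; many of its hits are not listed in these tables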
Cdc25B inh – human M-phase inducer phosphatase 2 inhibition | recombinant Cdc25B, OMFP fluorescence Ex485/Em525 | inhibition, %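 (compounds tested at 10 µM final in the well)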 | 65,000 tested, 0.1% active | AID 368; in the data active means inhibition above about 50%
HEK293 NFkB inh – inhibitors of the PMA/ionomycin-induced NF-kB reporter in HEK293 cells; inhibition, % at 3 µM; 62,000 tested, 0.21% active; HEK-293 NF-kB luciferase reporter, luminescence;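 active means inhibition above the mean of all tested compounds plus 3 SD, cut at about 40% in these data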;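 further: 0% = stimulated DMSO wells and 100% = 10 µM reference inhibitor 5653914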
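Signal: luciferase luminescence; Material: HEK-293 cells with stable firefly luciferase reporter driven by four HIV NF-kB elements; Probe or stimulus: PMA with ionomycin; Replication: tested once; Times: 1 h compound pretreatment, then 16 h stimulation at 37 °C, 5% CO2; Benchmarks: DMSO and 10 µM reference inhibitor; Evaluation: per-plate % inhibition versus controls.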
MMP13 inh – inhibitors of human MMP13; P45452; MMP-13 fTHP FRET cleavage, Mca fluorescence; inhibition, % at 4 µM; 65,000 tested, 0.07% active; AID 570;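 active means inhibition above the mean of compound-free control plate wells plus 3 SD, cut at about 14% in these data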;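 further: 0% = DMSO wells and 100% = wells with reference MMP-13 inhibitor after basal subtraction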
PKA inh – PKA (human) kinase inhibition; 65,000 tested, 0.1% active; AID 524; inhibition, % at 6 µM; PKA Kemptide phosphorylation, Kinase-Glo ATP luminescence; P17612;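 active means inhibition above the screen-wide mean inhibition plus 3 SD, cut at about 21% in these data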; further: many of its hits are not listed in these tables
TNAP act DEA – human TNAP activation, intermediate phosphate acceptor; 64,000 tested, under 10 active; P05186; AID 813; purified TNAP, CDP-star luminescence, 100 mM DEA, 30 min; stronger effect = higher value; scale: 0 levamisole-inhibited, 1 vehicle-only enzyme; activation factor at 20 µM;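 active means activation factor of at least 2 at 20 µM, relative to controls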
Target sequence (P05186 whole entry, looked up): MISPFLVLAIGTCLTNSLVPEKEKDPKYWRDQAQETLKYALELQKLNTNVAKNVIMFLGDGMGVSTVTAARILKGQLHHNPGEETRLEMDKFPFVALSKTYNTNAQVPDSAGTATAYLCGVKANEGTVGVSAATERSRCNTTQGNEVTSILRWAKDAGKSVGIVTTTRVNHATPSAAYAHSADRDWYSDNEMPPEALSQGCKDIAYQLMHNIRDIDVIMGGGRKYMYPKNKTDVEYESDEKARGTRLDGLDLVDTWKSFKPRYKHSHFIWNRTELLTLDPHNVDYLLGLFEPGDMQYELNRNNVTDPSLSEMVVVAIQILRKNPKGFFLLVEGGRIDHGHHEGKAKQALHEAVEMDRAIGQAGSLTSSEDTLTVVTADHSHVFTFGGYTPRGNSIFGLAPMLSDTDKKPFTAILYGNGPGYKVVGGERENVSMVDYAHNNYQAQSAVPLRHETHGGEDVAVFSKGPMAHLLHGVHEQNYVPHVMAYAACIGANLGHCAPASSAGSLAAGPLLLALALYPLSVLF
Jurkat viability – cytotoxicity toward Jurkat cells. Jurkat E6.1 viability, ATP luminescence, 48 h. 56,000 tested, 1.2% active. AID 463. inhibition, % at 4 µM;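 active means inhibition above the mean inhibition of all tested compounds plus 3 SD, cut at about 28% in these data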
DUSP1 inh – human dual specificity phosphatase 1 inhibition; 65,000 tested, 0.15% active; inhibition, %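 (compounds tested at a single concentration somewhere between 10 and 100 µM)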; recombinant MKP-1, OMFP hydrolysis fluorescence;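 active means inhibition above about 50%, limit read from the data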;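 further: 0% = DMSO max control wells and 100% = wells with enzyme stopped by NaOH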
Target sequence (P28562 whole entry, looked up): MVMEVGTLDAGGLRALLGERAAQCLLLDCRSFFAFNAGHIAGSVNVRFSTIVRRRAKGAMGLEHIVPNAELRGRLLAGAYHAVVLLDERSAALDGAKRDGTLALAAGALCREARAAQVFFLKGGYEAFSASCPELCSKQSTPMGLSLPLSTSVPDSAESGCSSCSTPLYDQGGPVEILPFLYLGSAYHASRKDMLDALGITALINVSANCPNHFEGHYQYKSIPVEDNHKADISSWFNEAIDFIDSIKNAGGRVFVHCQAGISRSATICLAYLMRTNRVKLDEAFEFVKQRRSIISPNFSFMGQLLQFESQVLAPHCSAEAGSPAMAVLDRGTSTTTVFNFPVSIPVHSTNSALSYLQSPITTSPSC
Starred values were filed as active, the others as inactive; · = no result given; [ ] = remark or other dose.

SMILES	JNK3 blocker	ROCK2 blocker	Cdc25B inh	HEK293 NFkB inh	MMP13 inh	PKA inh	TNAP act DEA	Jurkat viability	DUSP1 inh
Cc1ccc(S(=O)(=O)N2CCCC2C(=O)Nc2nc3ccccc3s2)cc1 (configuration not stated)	4	1	4	3	-8	4	·	10	-1
CC(C)C(NC(=O)c1ccccc1NC(=O)c1ccco1)C(=O)O (configuration not stated)	-1	5	-6	3	-12	11	0.9	-8	12
COc1cccc(NC(=O)CCP(C)(=O)O)c1	1	1	4	-5	0	8	1	1	-20
COc1ccc(C)cc1NC(=O)CSc1nnc(-c2ccccn2)n1Cc1ccco1	·	·	-13	-5	0	8	0.9	·	8
CCOc1nc(NCCc2ccc(OC)c(OC)c2)nc(NC(C)(C)CO)n1	3	4	-6	5	-4	3	1.1	12	7
O=C(CSc1nnc(C2COc3ccccc3O2)o1)Nc1nccs1 (configuration not stated)	-5	2	-16	4	2	8	1	2	2
CCc1nc2ccccc2n1Cc1ccc(OC)c(OC)c1	·	·	-2	6	2	6	1	·	26
Cc1cc(NC(=O)CSc2nc(C(C)C)nc3sc4c(c23)CCCC4)no1	-3	9	0	12	-4	7	0.9	-2	11
CCOC(=O)NC(=O)CSc1ccccn1	-9	9	-10	5	-2	9	1	-2	-8
COc1ccc(OC)c2[nH]c(=O)c(CCNC(=O)C(C)C)cc12	-3	-8	6	8	2	-3	0.8	3	-8
Cc1ccc2nsnc2c1S(=O)(=O)N1CCN(C(=O)C2CCCO2)CC1 (configuration not stated)	-2	-2	2	7	5	6	1	7	-6
O=C(CCc1nc2ccccc2[nH]1)Nc1ccc(F)cc1	2	3	-5	11	2	0	0.9	1	4
O=C(CCNc1ccc(Cl)c(C(F)(F)F)c1)c1ccco1	6	-2	-5	16	-1	10	0.9	3	13
CC(C)(C)C1(C)OC(C(N)=O)C(C(N)=O)O1 (configuration not stated)	-4	5	-27	8	-1	10	0.9	-7	-4
c1ccc(-c2ccc(C(c3ccccc3)n3ccnc3)cc2)cc1 (configuration not stated)	6	3	-12	·	6	2	0.9	·	-12
O=C(Cc1cccs1)N1CCC(c2nc3c(nnn3Cc3ccccc3Cl)c(=O)[nH]2)CC1	-1	5	1	11	0	7	0.9	-1	36
CN(C)c1nc(N)nc(-c2cccnc2)n1	-2	2	1	10	-13	0	0.9	7	8
Cc1occc1-c1nnc(SCC(=O)N2CCN(c3ccccc3)CC2)n1C	-3	2	0	14	-4	-2	1	5	-4
CC1Cn2c(nnc2-c2ccc(F)cc2)S1 (configuration not stated)	3	5	-2	7	3	11	0.8	6	-11
Cc1ccc(C(=O)NCCCCNC(=O)c2ccc(C)o2)o1	2	4	-12	8	-7	12	1	2	1
C=CCn1c(=O)c2ccccc2n2c(SCC(=O)NCCc3ccccc3)nnc12	1	-1	-4	6	1	8	·	3	13
CC(C)OC(=O)C(C#N)c1nc2ccccc2nc1N1CCN(Cc2ccc3c(c2)OCO3)CC1 (configuration not stated)	-2	3	5	·	-3	1	0.9	·	-16
Cc1ccc(C(O)c2nccn2C)o1 (configuration not stated)	-4	1	6	14	-4	1	0.9	0	-8
CC1(C)CC(=O)C2=C(C1)OC(N)=C(C#N)C2c1ccccc1OC(=O)N1CCOCC1 (configuration not stated)	3	1	-8	5	-4	2	0.9	1	30
O=C(O)CSCC(=O)Nc1cc(C(F)(F)F)ccc1Cl	7	1	-3	14	2	1	1	3	7

An excerpt of these results, with two lines to a compound.
Results follow in this order: JNK3 blocker | ROCK2 blocker | Cdc25B inh | HEK293 NFkB inh | MMP13 inh | PKA inh | TNAP act DEA | Jurkat viability | DUSP1 inh
- CC(C)C(NC(=O)c1ccccc1NC(=O)c1ccco1)C(=O)O (configuration not stated)
  -1 | 5 | -6 | 3 | -12 | 11 | 0.9 | -8 | 12
- COc1cccc(NC(=O)CCP(C)(=O)O)c1
  1 | 1 | 4 | -5 | 0 | 8 | 1 | 1 | -20

An excerpt from above in order of their number in HEK293 NFkB inh, rising.
canonical_smiles,JNK3 blocker,ROCK2 blocker,Cdc25B inh,HEK293 NFkB inh,MMP13 inh,PKA inh,TNAP act DEA,DUSP1 inh
COc1ccc(C)cc1NC(=O)CSc1nnc(-c2ccccn2)n1Cc1ccco1,·,·,-13,-5,0,8,0.9,8
CC(C)C(NC(=O)c1ccccc1NC(=O)c1ccco1)C(=O)O (configuration not stated),-1,5,-6,3,-12,11,0.9,12
CCOc1nc(NCCc2ccc(OC)c(OC)c2)nc(NC(C)(C)CO)n1,3,4,-6,5,-4,3,1.1,7
O=C(Cc1cccs1)N1CCC(c2nc3c(nnn3Cc3ccccc3Cl)c(=O)[nH]2)CC1,-1,5,1,11,0,7,0.9,36
Cc1cc(NC(=O)CSc2nc(C(C)C)nc3sc4c(c23)CCCC4)no1,-3,9,0,12,-4,7,0.9,11

A draw from above in order of length of the SMILES, high to low:
SMILES	JNK3 blocker	ROCK2 blocker	Cdc25B inh	HEK293 NFkB inh	MMP13 inh	PKA inh	TNAP act DEA	Jurkat viability	DUSP1 inh
CC(C)OC(=O)C(C#N)c1nc2ccccc2nc1N1CCN(Cc2ccc3c(c2)OCO3)CC1 (configuration not stated)	-2	3	5	·	-3	1	0.9	·	-16
O=C(CSc1nnc(C2COc3ccccc3O2)o1)Nc1nccs1 (configuration not stated)	-5	2	-16	4	2	8	1	2	2
Cc1ccc(C(=O)NCCCCNC(=O)c2ccc(C)o2)o1	2	4	-12	8	-7	12	1	2	1

Next records follow:
SMILES	JNK3 blocker	ROCK2 blocker	Cdc25B inh	HEK293 NFkB inh	MMP13 inh	PKA inh	TNAP act DEA	Jurkat viability	DUSP1 inh
COc1cccc(NC(=O)N2CCN(c3cccc(C)c3C)CC2)c1	1	6	-18	12	-2	7	0.9	1	-4
O=C1Cc2ccccc2C(=O)N1CCc1ccccc1	-1	5	59*	-1	-8	9	0.9	-13	10
Cc1ccc(C2C(C#N)=C(N)Oc3nc(-c4ccccc4)[nH]c32)o1 (configuration not stated)	0	10	-2	30	3	13	0.8	-7	1
Cc1cc(C)nc(N2CCC(C(=O)NC3CCCc4ccccc43)CC2)n1 (configuration not stated)	0	2	-11	1	0	4	0.9	3	-9
Cc1ccc(S(=O)(=O)c2c(C)nn(C(C)(C)C)c2OC(=O)C(C)(C)C)cc1	-3	4	-12	14	-1	2	1	-7	13
CCOC(=O)N1CCN(C(=O)CS(=O)(=O)c2cn(Cc3ccccc3C)c3ccccc23)CC1	·	·	·	17	-2	3	1	·	·
CCOC(=O)Cc1nnc(NC(=O)CC)s1	-8	-2	-10	22	2	6	1	8	-26
COc1cccc(OC)c1-c1nn2c(-c3ccccc3Cl)nnc2s1	4	3	5	·	-18	-2	0.9	·	-15
Cc1cccc(C)c1NC(=O)C1(NC(=O)C2CCCN2C(=O)OC(C)(C)C)CCCCC1 (configuration not stated)	5	-1	3	19	0	-2	1	5	25
O=C(c1cc2ccccc2oc1=O)N(Cc1ccco1)C1CCS(=O)(=O)C1 (configuration not stated)	-4	2	4	-16	-6	7	0.9	-2	19
C=CCNc1nc(-c2c(C)nc3sccn23)cs1	7	10	2	9	-3	6	1	10	2
CCCn1cc(SCC(=O)Nc2nnc(C)s2)c2ccccc21	-8	-2	3	13	-1	-1	0.9	9	1
Cc1cc(NC(=O)c2cnn3c(C(F)F)cc(-c4ccccc4)nc23)no1	1	4	12	13	2	10	0.8	2	2
O=C(O)c1cc(NCc2c(F)cccc2Cl)ccc1N1CCOCC1	0	2	-1	1	-3	2	1	2	2
O=C(NC1CCCCC1)c1cc(-c2ccco2)on1	5	-4	-16	-25	-1	0	0.9	-3	6
Cc1nc2sc(C(c3ccco3)N3CCC(C)CC3)c(O)n2n1 (configuration not stated)	3	0	-1	13	2	8	1	7	7
CCCCNC(=O)CCC(=O)Nc1ccc2nc(N3CCOCC3)cc(C)c2c1	2	4	-10	5	-94[fluorescence artefact?]	-2	1	8	6
Cc1c(C(=O)O)oc2ccc(S(=O)(=O)NCc3ccccc3)cc12	-4	5	-10	-1	-6	9	0.9	-1	4
COc1ccc(C(=O)NCCSc2ccccn2)cc1	8	2	2	-58	-2	7	0.9	-6	2
CCOC(=O)CC1=C(C(=O)OCC)C(c2cc(OC)c(OC)cc2OC)C(C#N)=C(N)O1 (configuration not stated)	5	-14	6	·	-2	-3	0.9	·	-26
N/C(CCCN1CCCCC1)=N/O	5	-2	-15	·	-2	-8	1	·	-12
O=C(O)CCSc1nnnn1-c1ccccc1	-3	-5	-3	2	1	12	0.9	-2	-3
COCc1nc2ccccc2n1Cc1ccccc1Br	-15	4	-6	13	1	12	0.9	-2	25
COc1cc(S(=O)(=O)Nc2ncccc2C)c(OC)cc1Cl	-3	-4	-1	11	3	-8	0.9	10	7
O=C(Nc1ccc(OC(F)(F)F)cc1)c1cnc2n(c1=O)CCS2	-6	7	-1	-5	0	10	0.8	4	0
CCOC(=O)Nc1cc(C)ccc1OC	0	10	1	3	-1	7	1	0	-2
S=C(c1ccc(-c2ccccc2Cl)o1)N1CCOCC1	2	4	2	-24	-2	7	0.9	1	1

Single records, from the list above. Order of values: JNK3 blocker | ROCK2 blocker | Cdc25B inh | HEK293 NFkB inh | MMP13 inh | PKA inh | TNAP act DEA | Jurkat viability | DUSP1 inh
Shown for CCOC(=O)NC(=O)CSc1ccccn1 : -9 | 9 | -10 | 5 | -2 | 9 | 1 | -2 | -8
Shown for Cc1ccc(C(O)c2nccn2C)o1 (configuration not stated) : -4 | 1 | 6 | 14 | -4 | 1 | 0.9 | 0 | -8
